# Cardiac RTF inh: cardiac RTF calcium desensitization; P19429+P45379; IANBD-labeled cardiac RTF, Ca2+ fluorescence; inhibition, % at 7.15 µM; actives 0.12% (n = 340,000);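 active means inhibition above the mean inhibition of all tested compounds plus 3 SD, cut at about 17% in these data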;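 further: assay run at fixed EC70 calcium of 1.6 mM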
# Keap1-Nrf2 PPI: inhibitors of human Keap1-Nrf2 protein-protein interaction; Q14145; Keap1 Kelch-Nrf2 peptide fluorescence polarization, 1536-well; inhibition, % at 9.4 µM; actives 0.15% (n = 340,000); AID 504523; in the data active means inhibition above about 12%;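 further: human Keap1 Kelch domain with fluorescein labeled Nrf2 9mer peptide probe; 0% = neutral control wells and 100% = peptide positive control; higher means more block of Keap1 binding to Nrf2 peptide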
# cardiac RTF act: increases calcium sensitivity of human cardiac regulated thin filaments. P19429+P45379. IANBD-labeled TnC RTF fluorescence at EC20 calcium; 0% EC20 calcium, 100% full calcium. AID 493008. actives 0.24% (n = 340,000). activation, % at 7.2 µM;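 active means activation above the mean over all tested compounds plus 3 SD, cut at about 30% in these data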;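 further: rise in fluorescence read as greater calcium sensitivity of cardiac thin filaments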
# CAL PDZ FP-1: inhibitors of human CAL PDZ peptide binding; inhibition, % at 24.9 µM; AID 602252; purified CAL PDZ, TMR-peptide fluorescence polarization, 1 h; actives 0.92% (n = 300,000);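 active means mean inhibition of at least 30% with at least half of replicates also reaching 30%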;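 further: 0% = DMSO neutral control and 100% = excess unlabeled competitor peptide PRC23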
# CAL PDZ FP-2: inhibitors of human CAL PDZ peptide binding; purified CAL PDZ, TMR-peptide fluorescence polarization, 1 h; AID 504414; actives 0.02% (n = 330,000); Q9HD26; inhibition, % at 20 µM;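 active means highest replicate inhibition of at least 40%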;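 further: plate controls were DMSO neutral control wells for no effect and unlabeled competitor peptide control wells for full effect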
#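 Test system: purified CerCALP PDZ construct; Compound dosing: one concentration, 20 µM compound; Also added: TMR-labelled reporter peptide T*-PRC34 bound in PDZ groove; Read-out: inhibition from polarization loss; Controls: unlabelled peptide and DMSO controls; Signal: FP readout, S and P plane fluorescence; Incubation: 1 h at RT.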
# PKA-R2B activ: activators of human PKA-R2B complex; P22694+P31323; PKA-R2B holoenzyme dissociation, Cy5-IP20 fluorescence polarization; R2B truncated from residue 108, S112A mutant; 0% DMSO only, 100% 113 µM cGMP; activation, % at 11.4 µM; actives 0.079% (n = 340,000); AID 504700;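 active means activation above a cutoff set at the mean over all compounds plus 3 SD, cut at about 18% in these data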;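 further: higher means more holoenzyme dissociation and a rise in polarization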
# Rtt109 HAT inh: C. albicans Rtt109 histone acetyltransferase inhibition; Q5AAJ8; AID 540336; purified Rtt109/Vps75, ThioGlo CoA-SH fluorescence, 4 h; inhibition, % at 34.9 µM; actives 0.16% (n = 330,000);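 active means inhibition of at least 50% in every replicate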
# Target sequence (Q5AAJ8 whole entry, looked up): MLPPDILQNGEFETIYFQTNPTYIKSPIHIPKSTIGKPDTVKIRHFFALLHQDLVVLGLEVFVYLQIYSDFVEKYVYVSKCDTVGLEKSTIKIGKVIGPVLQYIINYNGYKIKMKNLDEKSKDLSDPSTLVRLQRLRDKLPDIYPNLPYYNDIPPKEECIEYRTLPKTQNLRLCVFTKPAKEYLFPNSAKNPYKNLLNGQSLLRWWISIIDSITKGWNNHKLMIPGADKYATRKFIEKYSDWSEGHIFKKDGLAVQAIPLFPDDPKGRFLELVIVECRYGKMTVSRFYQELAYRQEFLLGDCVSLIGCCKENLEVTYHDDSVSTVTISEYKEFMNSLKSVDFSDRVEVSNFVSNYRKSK
# C-LANA FP: KSHV C-LANA DNA binding inhibition. MBP-C-LANA/FAM-LBS DNA binding, fluorescence polarization. actives 0.078% (n = 340,000). inhibition, % at 9 µM;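 active means highest replicate inhibition at or above 60% at 9 µM, even if other replicates fall short; inactive means all replicates below 60% inhibition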;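 further: 0% = neutral control wells and 100% = 4 µM acridine orange control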
# SR-BI DiI-HDL act: activators of SR-BI mediated HDL lipid uptake | CHO ldlA[mSR-BI] cells, DiI-HDL uptake fluorescence, 3 h; 100 = double the neutral-control signal | activation, % at 12.5 µM | actives 0.096% (n = 320,000) | AID 504775;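 active means mean replicate activation of at least 60% and every replicate at or above 60%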;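 further: 0% = median plate neutral-control signal and 100% = twice that signal; values of inactives mirror those of a sister screen read the other way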
#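 Material: SR-BI-overexpressing, LDLR-lacking CHO cells; schedule: compound exposure 3 h, 37 °C; reagent: DiI-labelled HDL at 10 µg/mL final; technique: bottom-read fluorescence, 550/595 nm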
# DAGLB inhibitor: diacylglycerol lipase beta (human) inhibition; actives 0.059% (n = 340,000); HEK293T DAGLB membrane lysate, EnzChek fluorogenic substrate; inhibition, % at 5.17 µM; in the data active means inhibition above about 34%;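 further: 0% = enzyme with vehicle and 100% = wells lacking enzyme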
# Target sequence (Q8NCG7 whole entry, looked up): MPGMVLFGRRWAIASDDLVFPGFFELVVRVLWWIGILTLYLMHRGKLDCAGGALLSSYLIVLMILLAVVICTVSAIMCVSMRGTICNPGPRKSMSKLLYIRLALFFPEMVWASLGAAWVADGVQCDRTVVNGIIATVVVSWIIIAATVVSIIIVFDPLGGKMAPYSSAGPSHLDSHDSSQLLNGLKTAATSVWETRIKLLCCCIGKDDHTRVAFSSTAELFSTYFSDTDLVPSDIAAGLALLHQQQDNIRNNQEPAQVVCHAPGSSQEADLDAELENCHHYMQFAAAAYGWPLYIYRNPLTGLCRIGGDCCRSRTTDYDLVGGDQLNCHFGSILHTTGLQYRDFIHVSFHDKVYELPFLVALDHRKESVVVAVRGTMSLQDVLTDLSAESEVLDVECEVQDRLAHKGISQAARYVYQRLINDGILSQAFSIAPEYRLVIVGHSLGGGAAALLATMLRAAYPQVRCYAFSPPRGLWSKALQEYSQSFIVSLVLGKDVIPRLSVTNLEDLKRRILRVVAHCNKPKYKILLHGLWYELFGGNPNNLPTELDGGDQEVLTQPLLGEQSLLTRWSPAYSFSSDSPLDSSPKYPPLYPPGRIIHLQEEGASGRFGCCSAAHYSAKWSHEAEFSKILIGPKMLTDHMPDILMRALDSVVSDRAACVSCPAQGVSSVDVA
# * hit, by the source's call; i = inactive; . = not tested or not shown.
# The line under a structure holds: Cardiac RTF inh	Keap1-Nrf2 PPI	cardiac RTF act	CAL PDZ FP-1	CAL PDZ FP-2	PKA-R2B activ	Rtt109 HAT inh	C-LANA FP	SR-BI DiI-HDL act	DAGLB inhibitor
[1] CC1CCCC(C)N1C(=O)COC(=O)CCc1nc2ccccc2c(=O)[nH]1 (centres undefined)
→ 7	2	7	0	-1.2	-2	0	2.6	34	1
[2] c1ccc(CSc2nnc3ccc(-c4ccncc4)nn23)nc1
→ 1	0	-6	1	-2.0	-3	30	0.3	.	-2
[3] NS(=O)(=O)c1ccc(CCNC(=O)c2cccc(S(=O)(=O)N3CCCC3)c2)cc1
→ -8	3	2	-10	-0.3	-3	1	0.8	-7	0
[4] CCC(C)Oc1nc(C)cc(C)c1S(=O)(=O)c1ccccc1C (centres undefined)
→ -1	-4	3	-1	-0.2	6	-4	0.3	1	-11
[5] Cc1c(NC(=O)CN2C(=O)C3C4C=CC(C4)C3C2=O)c(=O)n(-c2ccccc2)n1C (centres undefined)
→ 5	-4	-7	-3	0.5	-3	-11	0.6	1	-5
[6] Cc1sc2nc(CC(=O)NN)[nH]c(=O)c2c1C
→ -3	-5	-2	-3	-2.4	-11	5	-1.0	.	6
[7] COc1ccc(/C=N/NC(=O)c2ccc3c(c2)OCO3)cc1
→ -8	2	9	-3	-0.9	-6	4	0.4	8	0
[8] O=C(CN1CCN(C(=O)c2ccco2)CC1)Nc1ccc(Cl)c(S(=O)(=O)N2CCOCC2)c1
→ 1	-7	-2	-2	-1.8	-1	-2	-0.4	5	0
[9] CC1(C)CC(=O)C(C=Nc2ccc3c(c2)OCO3)=C(O)C1
→ -3	-7	10	-3	-1.1	-11	.	0.2	10	2
[10] Cc1ccn2c(CNC(C)CCn3cccn3)c(C(=O)N3CCCCCC3)nc2c1 (centres undefined)
→ 8	1	-5	2	-2.1	-7	-2	-0.6	.	-1
[11] CC1CCN(C(=O)COC(=O)c2cc3ccccc3oc2=O)CC1
→ -12	-7	2	2	-0.4	-1	9	-2.4	28	-5
[12] Cc1ccc(S(=O)(=O)NN2C(=O)/C(=C/c3ccccn3)SC2=S)cc1
→ -10	-1	-8	-4	-1.0	-4	17	-0.1	2	12
[13] O=C(CSc1n[nH]c(-c2ccco2)n1)Nc1ccc(Br)cc1
→ -5	-5	10	-4	0.1	-4	1	1.0	9	3
[14] O=C(NCCN1CCCC1)c1ccc(CS(=O)(=O)c2c(Cl)cccc2Cl)o1
→ -5	-4	11	.	-0.1	-5	-14	-1.6	1	-2
[15] O=C1NCCN1c1ncc([N+](=O)[O-])s1
→ -3	-3	16	-4	1.5	-3	4	1.4	5	3
[16] Cc1cccn2c(=O)c(C=C(C#N)C#N)c(N3CCN(c4cccc(Cl)c4)CC3)nc12
→ -3	0	-3	-4	-1.1	7	6	1.3	-21	0
[17] CCOC(=O)CSc1snnc1-c1ccccc1
→ -15	-6	9	-4	-0.5	-2	7	-0.3	15	-2
[18] O=C(O)Cc1csc(-c2ccccc2)n1
→ -4	-5	11	-5	-1.0	-15	-7	-0.6	17	3
[19] CCOC(=O)c1c(NC(=O)CC)sc(C(=O)NC2CCCC2)c1C
→ 0	3	-7	.	-0.5	-3	1	-0.9	.	-4
[20] Cc1ccc(S(=O)(=O)N[C@H](C(=O)Oc2ccc3c(C(F)(F)F)cc(=O)oc3c2)c2ccccc2)cc1
→ -13	0	3	0	-1.4	1	i	12	32	1
[21] NS(=O)(=O)c1ccc(CCNC(=O)c2ccccc2OCc2ccc(F)cc2)cc1
→ -5	-6	0	-4	-5.6	-10	-4	0.9	-49	2
[22] CCCCCc1ccc(OCCCC[n+]2cccc(C)c2)c(CCCCC)c1
→ -3	0	-8	3	-1.8	3	73*	-0.6	29	3
[23] FC(F)(F)c1cccc(Cn2nnnc2-c2ccc(Cl)cc2)c1
→ -9	-4	0	.	-1.7	-5	-3	0.1	-2	-3
[24] COc1cc(NC(=S)NCc2ccco2)cc(OC)c1
→ 7	0	-11	-3	-3.1	-18	-5	-0.8	11	0
[25] CN1C(=O)CC(Sc2ccccc2C(=O)O)C1=O (centres undefined)
→ -4	-1	-3	-1	-1.4	-5	4	-2.2	41	0
[26] OCCNc1ncnc2c1cnn2Cc1ccccc1
→ -2	-5	-6	3	-0.1	-3	21	-0.5	1	-4
[27] CC(=O)c1cc(NC(=O)c2ccc([N+](=O)[O-])cc2)c(=O)oc1C
→ -24	-1	9	5	.	3	5	1.7	-15	1
[28] N#Cc1c(N)nc(SCc2ccccc2)c(C#N)c1-c1ccco1
→ -8	-2	4	-4	-4.7	-9	-10	-3.2	-16	-7
[29] CS(=O)(=O)c1cc([N+](=O)[O-])c(Sc2nc3ccccc3[nH]2)c([N+](=O)[O-])c1
→ 1	4	-10	-1	0.8	-1	1	-3.8	-15	3
[30] O=C1CC(/C=C/c2ccccc2)=Nc2ccccc2N1
→ -10	-10	5	.	-4.8	0	-8	-2.2	5	7

# 11 entries from above, arranged by molar mass, rising.
# The line under a structure holds: Cardiac RTF inh	Keap1-Nrf2 PPI	cardiac RTF act	CAL PDZ FP-1	CAL PDZ FP-2	PKA-R2B activ	Rtt109 HAT inh	C-LANA FP	SR-BI DiI-HDL act	DAGLB inhibitor
[15] O=C1NCCN1c1ncc([N+](=O)[O-])s1
→ -3	-3	16	-4	1.5	-3	4	1.4	5	3
[25] CN1C(=O)CC(Sc2ccccc2C(=O)O)C1=O (centres undefined)
→ -4	-1	-3	-1	-1.4	-5	4	-2.2	41	0
[23] FC(F)(F)c1cccc(Cn2nnnc2-c2ccc(Cl)cc2)c1
→ -9	-4	0	.	-1.7	-5	-3	0.1	-2	-3
[19] CCOC(=O)c1c(NC(=O)CC)sc(C(=O)NC2CCCC2)c1C
→ 0	3	-7	.	-0.5	-3	1	-0.9	.	-4
[1] CC1CCCC(C)N1C(=O)COC(=O)CCc1nc2ccccc2c(=O)[nH]1 (centres undefined)
→ 7	2	7	0	-1.2	-2	0	2.6	34	1
[12] Cc1ccc(S(=O)(=O)NN2C(=O)/C(=C/c3ccccn3)SC2=S)cc1
→ -10	-1	-8	-4	-1.0	-4	17	-0.1	2	12
[29] CS(=O)(=O)c1cc([N+](=O)[O-])c(Sc2nc3ccccc3[nH]2)c([N+](=O)[O-])c1
→ 1	4	-10	-1	0.8	-1	1	-3.8	-15	3
[10] Cc1ccn2c(CNC(C)CCn3cccn3)c(C(=O)N3CCCCCC3)nc2c1 (centres undefined)
→ 8	1	-5	2	-2.1	-7	-2	-0.6	.	-1
[21] NS(=O)(=O)c1ccc(CCNC(=O)c2ccccc2OCc2ccc(F)cc2)cc1
→ -5	-6	0	-4	-5.6	-10	-4	0.9	-49	2
[14] O=C(NCCN1CCCC1)c1ccc(CS(=O)(=O)c2c(Cl)cccc2Cl)o1
→ -5	-4	11	.	-0.1	-5	-14	-1.6	1	-2
[3] NS(=O)(=O)c1ccc(CCNC(=O)c2cccc(S(=O)(=O)N3CCCC3)c2)cc1
→ -8	3	2	-10	-0.3	-3	1	0.8	-7	0

# (further entries)
# The line under a structure holds: Cardiac RTF inh	Keap1-Nrf2 PPI	cardiac RTF act	CAL PDZ FP-1	CAL PDZ FP-2	PKA-R2B activ	Rtt109 HAT inh	C-LANA FP	SR-BI DiI-HDL act	DAGLB inhibitor
[31] CCc1ccc(OCC(=O)N2CCc3ccccc32)cc1
→ 4	4	-8	38*	-0.8	-1	0	-1.7	9	-8
[32] COc1cc(C2C(C#N)=C(N)Oc3cc(C)n(CC4CCCO4)c(=O)c32)cc2c1OCO2 (centres undefined)
→ -17	-9	0	0	0.1	-2	0	1.2	.	3
[33] Cc1cccc(-c2nc3c(c(SCC(N)=O)n2)CCCC3)c1
→ -9	-1	-1	0	-0.5	-7	4	1.9	-10	-2
[34] O=C(CCn1nnc2ccccc21)Nc1nnc(-c2ccccc2F)s1
→ -6	6	-1	-2	-0.5	5	-2	1.3	4	-2
[35] CC1CN(C(=O)N[C@@H](Cc2ccccc2)C(=O)O)CC(C)O1 (some centres undefined)
→ -4	-8	4	-3	-0.3	-1	1	-0.7	4	-1
[36] CC1CCN(C(=O)CCCOc2cc(=O)n(C)c3ccccc23)CC1
→ -8	0	4	-3	-0.8	14	7	-2.8	3	-2
[37] CCOC(=O)c1ccc(NC(=O)c2n[nH]c(=O)c3ccccc23)cc1
→ 6	-1	1	-1	-0.3	-18	5	0.8	-6	-3
[38] COc1cc(OC)cc(-c2nc(-c3ccc(Br)cc3)no2)c1
→ -2	-4	13	6	-1.2	-2	1	-0.6	-35	0
[39] CC(=O)N(C)c1ccc(NC(=O)Nc2cccc3ccccc23)cc1
→ -3	-1	2	4	-2.6	1	-2	-0.2	.	0
[40] O=C(c1cnn(-c2ccccc2)c1)c1ccccc1O
→ 0	-3	2	-3	-0.5	-1	5	1.4	1	-5
[41] Cc1cnn(C(=O)Cn2nc(C(F)F)c(Br)c2C)c1
→ -5	4	-4	.	-0.3	2	-10	-0.5	13	-1
[42] CC(C)N(C(=O)C1CC(=O)OC12CCCCC2)C(C)C (centres undefined)
→ -18	-4	4	-1	-1.7	5	2	-1.5	7	5
[43] CN(CC(=O)Nc1ccc(F)cc1)C(=O)COC(=O)c1cc(Br)c(Br)s1
→ 6	-5	-6	-3	-0.4	-11	0	-0.9	-4	-1
[44] COc1ccc(C23CC4CC(CC(C4)C2)C3)cc1C(=O)NCCN(C)C
→ -3	-1	2	-2	-1.9	-4	0	1.2	38	1
[45] CCC(Sc1nnnn1-c1ccccc1)C(=O)NC(C)c1ccccc1 (centres undefined)
→ -4	1	-3	.	-0.8	-7	5	0.8	9	-1
[46] O=C(O)c1cc(=O)c2cc(Cl)ccc2o1
→ -4	0	-2	.	-0.6	0	-9	1.5	16	-1
[47] Cc1ccc(/C=C2\SC(=S)N(CCCC(=O)NC3CCCC3)C2=O)cc1
→ 6	2	-2	.	1.0	2	0	1.1	.	-2
[48] Cc1ccc(S(=O)(=O)N2CCOCC2)cc1NC(=O)COc1cccc(Oc2ccccc2)c1
→ 8	0	-2	-11	-1.1	0	7	-1.2	-12	-5
[49] COC(=O)c1c(N2C(=O)[C@H]3[C@@H](C2=O)[C@]2(C(=O)Nc4c(C)cccc42)N2CCC[C@@H]32)sc(C)c1C
→ 4	3	6	-3	-1.3	0	-10	1.0	12	5
[50] COc1cc2c(cc1NC(=O)COC(=O)[C@@H](NC(=O)c1ccccc1F)C(C)C)oc1ccccc12
→ 3	-4	2	2	-2.3	-6	-1	0.0	-60	-3
[51] CCc1[nH]nc(C(=O)N2CCCC(C(=O)c3cccc(OC(C)C)c3)C2)c1C (centres undefined)
→ -3	-3	7	-2	-1.7	7	5	1.2	-4	0
[52] O=C(NC(=S)Nc1cccc2ncccc12)c1cccs1
→ 2	-6	2	4	-1.6	-4	-8	-0.1	-4	-2

# Screens deposited in PubChem by several laboratories.
